LDHA inh: inhibitors of human lactate dehydrogenase A. purified LDHA, NADH/diaphorase-resazurin fluorescence; hits give low values. activity change, % (values are at about 110 or 230 µM). actives 0.15% (n = 480,000). AID 1347041; in the data active = activity change below about -30%; inconclusive = mostly about -25% to -30%;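 also: plate controls were DMSO wells for no effect and wells without enzyme for full effect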
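Human LDH5 (2 nM) was incubated with 0.06 mM NADH and 0.2 mM pyruvate for 5 min at room temperature in Tris pH 7.4. Remaining NADH was coupled through diaphorase/resazurin, and resorufin fluorescence was read at 0 and 20 min.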
An asterisk follows results filed as active. Only part of the results is shown. The share of hits here may be higher or lower than overall.

For O=C(NCCN1CCOCC1)C(=O)Nc1cccc(N2CCCS2(=O)=O)c1 the results were LDHA inh 0.7.
For O=C(NC1CCCCNC1=O)c1cc(-c2ccco2)on1 (centres undefined) the results were LDHA inh 0.4.
For Cc1cc(C)c(S(=O)(=O)NCCC(=O)Nc2nccs2)c(C)c1 the results were LDHA inh 6.9.
Screening CSc1ccccc1NC(=O)CC1CC2CCC1C2 (centres undefined) returned LDHA inh 8.5.
For CCc1cccc(NC(=O)c2nn(C)c3c2COc2ccccc2-3)c1 the results were LDHA inh 1.9.
`CCOC(=O)N1CCN(S(=O)(=O)c2cc(C(C)C)c(C)cc2OCC)CC1` gave LDHA inh -3.3.
Cn1cnc(S(=O)(=O)N2C[C@@H](O)COC[C@@H]3O[C@H](CC(=O)NC4CCC4)CC[C@H]32)c1 was read as LDHA inh 1.1.
`O=C(C1CC(=O)N(c2cccc(C(F)(F)F)c2)C1)N1CCNCC1` (centres undefined) gave LDHA inh -8.2.
`CC(C)(C)NC(=O)CC1(C(=O)N2CCC(c3c[nH]c4ccccc34)CC2)CCCC1` gave LDHA inh 4.1.
`COc1cccc(-c2[nH]nc3c2C(c2ccc(OC)c(OC)c2OC)C(C#N)=C(N)O3)c1` (centres undefined) gave LDHA inh -4.6.
For CCNc1c(NS(=O)(=O)c2ccc(C)cc2)c(=O)oc2ccccc12 the results were LDHA inh -10.4.
For O=C(CNC(=O)C1CCCCC1)OC(C(=O)Nc1cc(C(F)(F)F)ccc1Cl)c1ccccc1 (centres undefined) the results were LDHA inh -2.6.
`O=C(c1cc2cc(Cl)cc(Cl)c2oc1=O)N1CCN(Cc2ccccc2)CC1` gave LDHA inh 0.7.
Cc1cccc(NS(=O)(=O)c2cc(C)c(Br)cc2C)n1 was read as LDHA inh -1.5.
For CCN(CC)S(=O)(=O)c1cccc(NC(=O)Cc2ccc(Cl)cc2Cl)c1 the results were LDHA inh 6.2.
Screening O=C(Cc1c[nH]c2ccccc12)NCCc1c[nH]c2ccc(F)cc12 returned LDHA inh 0.8.
`C=CCNc1oc(COc2ccc(Br)cc2)nc1C#N` gave LDHA inh 1.8.
COc1cc(NS(=O)(=O)c2ccccc2Br)c(C(=O)O)cc1OC was read as LDHA inh -8.1.
`CC(C)CCn1nc(C(=O)OCC#N)c2ccccc2c1=O` gave LDHA inh 6.7.
For Cc1c(C(=O)Nc2nonc2-c2ccccc2)oc2ccc(F)cc12 the results were LDHA inh -0.7.
For Cc1ccc(Cl)cc1OCc1n[nH]c(=S)n1C the results were LDHA inh -2.0.
For O=C(Cn1nc(-c2ccc(F)cc2)ccc1=O)NCc1cccnc1 the results were LDHA inh -7.4.
`CCCC(C)NC(=O)c1cc(C)nc2ccccc12` (centres undefined) gave LDHA inh 0.6.
CNC(=O)CCc1c(-c2ccccc2)[nH]c2ccc(F)cc12 was read as LDHA inh -5.8.
For CCOc1ccccc1NC(=O)C1CC(=O)Nc2nc3ccccc3n21 (centres undefined) the results were LDHA inh -12.4.
For CCCn1nc(C)cc1CN(C)c1ccc(NC(=O)c2ccc(OC)cc2)cc1C(=O)O the results were LDHA inh 6.0.
For Cc1cc2cc(NS(=O)(=O)c3ccc(F)c(F)c3F)ccc2[nH]1 the results were LDHA inh 7.7.
Screening COC(=O)c1cccc(NC(=O)N2CCc3[nH]cnc3C2c2ccc(F)c(Cl)c2)c1 (centres undefined) returned LDHA inh -3.2.
`Clc1ccc(Nc2nc(NC3CCCCCC3)nc3c2cnn3-c2ccccc2)cc1` gave LDHA inh 9.7.
For CCOc1ccc(C=O)cc1-c1ccccc1 the results were LDHA inh 2.8.
Screening CO[C@@H]1CN(C)C(=O)c2ccc(NC(=O)C3CCC3)cc2OC[C@H](C)N(CC2CCCCC2)C[C@H]1C returned LDHA inh 2.5.
Cc1cc(C)n(-c2ccc(C(=O)OCC(=O)NC(=O)NC3CCCC3)cc2)n1 was read as LDHA inh -2.8.
CC(C)NC(=O)CNC(=O)c1cc(-c2ccccc2)nc2ccccc12 was read as LDHA inh -1.9.
For O=C(Nc1ccc(Cc2ccncc2)cc1)c1ccc(Br)cc1 the results were LDHA inh -3.8.
Screening Cc1ccc(/C=N/NC(=O)c2ccc(-c3ccccc3)cc2)c(C)c1 returned LDHA inh 13.4.
For CCCC(=O)N1CCN(S(=O)(=O)c2cc3c(cc2Cl)NC(=O)CO3)CC1 the results were LDHA inh 0.6.
COc1ccc(-c2cc3ccc(OCCN4CCN(CCO)CC4)cc3oc2=O)cc1OC was read as LDHA inh 3.8.
`CSc1ccc(NC(=O)c2ccc3c(c2)CCC3)cc1` gave LDHA inh 0.4.
For Cc1ccc(-c2nnc(SCC(=O)Nc3c(C)nn(-c4ccccc4)c3C)n2N)cc1 the results were LDHA inh 2.7.
For Clc1cccc(Cl)c1CO/N=C/c1cccc(Oc2ccccc2)c1 the results were LDHA inh 2.3.
For Cc1ccc(CN2C(=O)CSCC2(C)C(=O)Nc2c(C)cccc2C)cc1 (centres undefined) the results were LDHA inh -8.2.
For O=C(O)CCC(NC(=O)c1ccc(-c2ccc(Cl)cc2)s1)C(=O)O (centres undefined) the results were LDHA inh -1.3.
COc1ccc(C(=O)Nc2oc3ccc(Cl)cc3c(=O)c2-c2ccc(OC)cc2)cc1 was read as LDHA inh 1.4.
`CC(=O)N/N=C/c1ccccc1` gave LDHA inh -3.8.
Screening COC(=O)CC(NC(=O)c1cc(C)nc2c1cnn2C(C)C)c1ccc(Br)cc1 (centres undefined) returned LDHA inh 7.1.
Cc1c(CC(=O)NCCc2ccc(Cl)cc2)c(=O)oc2c(C)c(O)ccc12 was read as LDHA inh inconclusive.
For N#Cc1ccc(NCc2cccc(NC(=O)C3CC3)c2)nc1 the results were LDHA inh 18.8.
`CC(C)(C)NC(=O)Cc1csc(-c2cccs2)n1` gave LDHA inh 6.0.
For COc1cc(F)ccc1NC(=O)c1ccc2ccccc2n1 the results were LDHA inh -3.9.
Cc1ccc(C2CC2C(=O)N(Cc2ccncc2)C2CC2)s1 (centres undefined) was read as LDHA inh 4.3.

3 entries out of the list, sorted by number of heavy atoms, smallest number first.
`CC(=O)N/N=C/c1ccccc1` gave LDHA inh -3.8.
Cc1c(CC(=O)NCCc2ccc(Cl)cc2)c(=O)oc2c(C)c(O)ccc12 was read as LDHA inh inconclusive.
COc1ccc(C(=O)Nc2oc3ccc(Cl)cc3c(=O)c2-c2ccc(OC)cc2)cc1 was read as LDHA inh 1.4.

Six neighbouring entries from above:
For O=C(CNC(=O)C1CCCCC1)OC(C(=O)Nc1cc(C(F)(F)F)ccc1Cl)c1ccccc1 (centres undefined) the results were LDHA inh -2.6.
`O=C(c1cc2cc(Cl)cc(Cl)c2oc1=O)N1CCN(Cc2ccccc2)CC1` gave LDHA inh 0.7.
Cc1cccc(NS(=O)(=O)c2cc(C)c(Br)cc2C)n1 was read as LDHA inh -1.5.
For CCN(CC)S(=O)(=O)c1cccc(NC(=O)Cc2ccc(Cl)cc2Cl)c1 the results were LDHA inh 6.2.
Screening O=C(Cc1c[nH]c2ccccc12)NCCc1c[nH]c2ccc(F)cc12 returned LDHA inh 0.8.
`C=CCNc1oc(COc2ccc(Br)cc2)nc1C#N` gave LDHA inh 1.8.

More compounds:
For Cc1nc(Nc2nc3ccccc3o2)nc(-c2ccc(Cl)cc2)c1C#N the results were LDHA inh -2.8.
Screening Cc1cc(C)cc(-n2cccc2)c1 returned LDHA inh 1.3.
For CCn1ccc(C(=O)N2CCN(c3ccccc3OC)CC2)n1 the results were LDHA inh -22.2.
COc1cccc(OC)c1C(=O)Nc1c(C(=O)N2CCN(Cc3ccccc3)CC2)oc2ccccc12 was read as LDHA inh inconclusive.
Screening CCOC(=O)[C@]12CCC=C1N(Cc1ccc3c(c1)OCO3)C(=O)[C@H](CC(=O)NCc1ccc(OC)c(OC)c1)C2 returned LDHA inh -3.0.
For CC1CCC(NC(=O)/C=C/c2ccc(C(=O)NC3CC3)cc2)CC1 (centres undefined) the results were LDHA inh 0.6.
Clc1ccc(SCc2cccc3cccnc23)cc1 was read as LDHA inh -3.7.
For O=C(NCCc1ccc(F)cc1)C1CC=CCC1 (centres undefined) the results were LDHA inh 8.5.
CCc1ccc(NC(=O)C(C#N)=C2CCC(C(C)(C)C)CC2)cc1 (centres undefined) was read as LDHA inh 11.0.
Screening CC1CCN(C(=O)C2CCN(C(=O)Cc3c[nH]c4ccccc34)CC2)CC1 returned LDHA inh 1.8.
`Cc1ccc(S(=O)(=O)NCC(CCC(=O)O)C(F)(F)F)cc1` (centres undefined) gave LDHA inh -2.4.
For CCCC(=O)Nc1scc(-c2ccc(OC)c(OC)c2)c1C(=O)OCC the results were LDHA inh 6.2.
For COC(=O)C1CCN(Cc2nc3c(Br)cc(Br)cc3c(=O)[nH]2)CC1 the results were LDHA inh -0.2.
`O=C(c1cnn(-c2ccc(F)cc2)c1-n1cccc1)N1CCC2(CC1)OCCO2` gave LDHA inh -2.1.
Screening CC(C)(C)N1C(=O)c2ccccc2NC(=O)C1C(=O)NCc1ccco1 (centres undefined) returned LDHA inh -0.3.
Screening O=C1Nc2ccccc2N(C(=O)c2ccc3ccccc3c2)C1c1nc2ccccc2[nH]1 (centres undefined) returned LDHA inh 2.8.
COc1ccc(CC(=O)Nc2ccc(OC)c3ncccc23)cc1 was read as LDHA inh 8.4.
Cc1ccc2c(N)cccc2n1 was read as LDHA inh 34.9.
CNC(=O)Cn1c(CO)cnc1SCc1ccc(Br)cc1 was read as LDHA inh 3.9.
`Cc1ccc(-c2n[nH]c(=O)c3ccccc23)cc1S(=O)(=O)NC(C)C` gave LDHA inh 0.5.
`Cc1cc(C)n2c(Nc3ccc4c(c3)OCCO4)c(CC(C)C)nc2n1` gave LDHA inh 2.0.
CNC(=O)c1ccc(-c2nc(CN3CCN(C(=O)Nc4ccc(C)c(Cl)c4)CC3)c(C)o2)cc1 was read as LDHA inh -1.3.
COc1ccc(OC)c(S(=O)(=O)N2CCN(C(=O)NC3CCCC3)CC2)c1 was read as LDHA inh 11.8.
COc1cc(OC)cc(C(=O)Nc2c(NCc3ccccc3)c3ccccc3oc2=O)c1 was read as LDHA inh 7.7.
`Brc1ccc(CNCc2cccnc2-n2cccn2)cc1` gave LDHA inh 1.2.
Screening CNc1c(NC(=O)c2ccc(Cl)cc2)c(=O)oc2ccccc12 returned LDHA inh -3.9.
Screening O=C(COc1ccc2c(c1)CCC2)OCC(=O)c1ccc2c(c1)OCCO2 returned LDHA inh 6.9.
For C#CCOc1cccc(-c2nnc3n2N=C(c2ccc(OC)c(OCC(C)=O)c2)CS3)c1 the results were LDHA inh -8.0.
`CCN(C(=O)CSc1ncnc2ccccc12)c1ccccc1` gave LDHA inh 9.2.
`Cc1cc(C)cc(OCC(=O)N2CCC(NC(=O)c3ccccc3)CC2)c1` gave LDHA inh 9.7.

The list goes on, starting with the last two of the part before.
`CCN(C(=O)CSc1ncnc2ccccc12)c1ccccc1` gave LDHA inh 9.2.
`Cc1cc(C)cc(OCC(=O)N2CCC(NC(=O)c3ccccc3)CC2)c1` gave LDHA inh 9.7.
CCN(C(=O)Cn1nc(Cc2cccnc2)c2ccccc2c1=O)c1ccc(C)c(C)c1 was read as LDHA inh -0.6.
For CCOc1ccc(CN(CCOC)Cc2cc(=O)n3cccc(C)c3n2)cc1 the results were LDHA inh -3.8.
Screening c1ccc(-c2nc(-c3cccnc3)n[nH]2)cc1 returned LDHA inh 12.6.
`c1ccc(OCCNCC2CCCO2)cc1` (centres undefined) gave LDHA inh 5.4.
`CC(C(=O)NC(=O)NC12CC3CC(CC(C3)C1)C2)N1CCN(c2oc(-c3ccco3)nc2C#N)CC1` (centres undefined) gave LDHA inh -6.6.
Screening Cc1sc(-c2ccsc2)nc1-c1ccc(F)c(F)c1 returned LDHA inh 3.2.
Screening COc1ccc(-c2noc(CN(C)S(=O)(=O)c3ccc(OC)cc3)n2)cc1 returned LDHA inh 16.0.
Screening COc1ccc(N2CN(CCCN(C)C)Cn3c2nc(C)c(C)c3=O)cc1 returned LDHA inh -0.2.
For CCc1ccc2[nH]c(CSCC(=O)Nc3ccc(OC)c(Cl)c3)cc(=O)c2c1 the results were LDHA inh 0.6.
For O=C(Cc1n[nH]c(=O)c2ccccc12)Nc1ccc(F)cc1 the results were LDHA inh -2.0.
Screening CC(CNC(=O)CCCNC(=O)C1CC1)c1ccccc1 (centres undefined) returned LDHA inh 3.0.
Screening CCOC(=O)NC(=O)COC(=O)[C@H](C)NC(=O)c1ccccc1 returned LDHA inh 8.3.
For COc1ccc(C(O)c2cc3c(cc2NC(=O)c2ccc(Cl)cc2)OCCO3)cc1 (centres undefined) the results were LDHA inh -2.4.
Screening Nc1nccnc1C(=O)NCc1ccc2c(c1)OCCO2 returned LDHA inh 1.6.
COc1cc(CC(=O)NC(C)c2cccs2)cc(OC)c1OC (centres undefined) was read as LDHA inh -4.2.
Screening O=C1CN(C(=O)CCc2ncc(-c3ccccc3)o2)CCN1 returned LDHA inh -6.7.
`CC(Sc1cc(C(=O)NC2CC2)c2ccccc2n1)C(=O)N1CCOCC1` (centres undefined) gave LDHA inh 4.1.
Screening Cc1nnc(SCc2c(C(=O)NC3CC3)oc3ccccc23)s1 returned LDHA inh -10.1.
